# SSB-PriA inh: blocks PriA binding to SSB C-terminal tail; actives 0.6% (n = 430,000); AlphaScreen SSBct-PriA binding, biotinylated peptide; inhibition, % at 33 µM; in the data active means inhibition mostly above about 37%, no sharp cut-off; inactive means mostly below about 20%;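 further: plate controls were negative control peptide for no effect and reference peptide for full effect; strong numbers were not always called active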
# TcdB GH inh: TcdB glycohydrolase inhibition. TcdB glycohydrolase enzymatic assay, plate reader. inhibition, % at 9.99 µM. actives 0.24% (n = 350,000). AID 652162; in the data active means inhibition above about 10%
# Target sequence (P18177 whole entry, looked up): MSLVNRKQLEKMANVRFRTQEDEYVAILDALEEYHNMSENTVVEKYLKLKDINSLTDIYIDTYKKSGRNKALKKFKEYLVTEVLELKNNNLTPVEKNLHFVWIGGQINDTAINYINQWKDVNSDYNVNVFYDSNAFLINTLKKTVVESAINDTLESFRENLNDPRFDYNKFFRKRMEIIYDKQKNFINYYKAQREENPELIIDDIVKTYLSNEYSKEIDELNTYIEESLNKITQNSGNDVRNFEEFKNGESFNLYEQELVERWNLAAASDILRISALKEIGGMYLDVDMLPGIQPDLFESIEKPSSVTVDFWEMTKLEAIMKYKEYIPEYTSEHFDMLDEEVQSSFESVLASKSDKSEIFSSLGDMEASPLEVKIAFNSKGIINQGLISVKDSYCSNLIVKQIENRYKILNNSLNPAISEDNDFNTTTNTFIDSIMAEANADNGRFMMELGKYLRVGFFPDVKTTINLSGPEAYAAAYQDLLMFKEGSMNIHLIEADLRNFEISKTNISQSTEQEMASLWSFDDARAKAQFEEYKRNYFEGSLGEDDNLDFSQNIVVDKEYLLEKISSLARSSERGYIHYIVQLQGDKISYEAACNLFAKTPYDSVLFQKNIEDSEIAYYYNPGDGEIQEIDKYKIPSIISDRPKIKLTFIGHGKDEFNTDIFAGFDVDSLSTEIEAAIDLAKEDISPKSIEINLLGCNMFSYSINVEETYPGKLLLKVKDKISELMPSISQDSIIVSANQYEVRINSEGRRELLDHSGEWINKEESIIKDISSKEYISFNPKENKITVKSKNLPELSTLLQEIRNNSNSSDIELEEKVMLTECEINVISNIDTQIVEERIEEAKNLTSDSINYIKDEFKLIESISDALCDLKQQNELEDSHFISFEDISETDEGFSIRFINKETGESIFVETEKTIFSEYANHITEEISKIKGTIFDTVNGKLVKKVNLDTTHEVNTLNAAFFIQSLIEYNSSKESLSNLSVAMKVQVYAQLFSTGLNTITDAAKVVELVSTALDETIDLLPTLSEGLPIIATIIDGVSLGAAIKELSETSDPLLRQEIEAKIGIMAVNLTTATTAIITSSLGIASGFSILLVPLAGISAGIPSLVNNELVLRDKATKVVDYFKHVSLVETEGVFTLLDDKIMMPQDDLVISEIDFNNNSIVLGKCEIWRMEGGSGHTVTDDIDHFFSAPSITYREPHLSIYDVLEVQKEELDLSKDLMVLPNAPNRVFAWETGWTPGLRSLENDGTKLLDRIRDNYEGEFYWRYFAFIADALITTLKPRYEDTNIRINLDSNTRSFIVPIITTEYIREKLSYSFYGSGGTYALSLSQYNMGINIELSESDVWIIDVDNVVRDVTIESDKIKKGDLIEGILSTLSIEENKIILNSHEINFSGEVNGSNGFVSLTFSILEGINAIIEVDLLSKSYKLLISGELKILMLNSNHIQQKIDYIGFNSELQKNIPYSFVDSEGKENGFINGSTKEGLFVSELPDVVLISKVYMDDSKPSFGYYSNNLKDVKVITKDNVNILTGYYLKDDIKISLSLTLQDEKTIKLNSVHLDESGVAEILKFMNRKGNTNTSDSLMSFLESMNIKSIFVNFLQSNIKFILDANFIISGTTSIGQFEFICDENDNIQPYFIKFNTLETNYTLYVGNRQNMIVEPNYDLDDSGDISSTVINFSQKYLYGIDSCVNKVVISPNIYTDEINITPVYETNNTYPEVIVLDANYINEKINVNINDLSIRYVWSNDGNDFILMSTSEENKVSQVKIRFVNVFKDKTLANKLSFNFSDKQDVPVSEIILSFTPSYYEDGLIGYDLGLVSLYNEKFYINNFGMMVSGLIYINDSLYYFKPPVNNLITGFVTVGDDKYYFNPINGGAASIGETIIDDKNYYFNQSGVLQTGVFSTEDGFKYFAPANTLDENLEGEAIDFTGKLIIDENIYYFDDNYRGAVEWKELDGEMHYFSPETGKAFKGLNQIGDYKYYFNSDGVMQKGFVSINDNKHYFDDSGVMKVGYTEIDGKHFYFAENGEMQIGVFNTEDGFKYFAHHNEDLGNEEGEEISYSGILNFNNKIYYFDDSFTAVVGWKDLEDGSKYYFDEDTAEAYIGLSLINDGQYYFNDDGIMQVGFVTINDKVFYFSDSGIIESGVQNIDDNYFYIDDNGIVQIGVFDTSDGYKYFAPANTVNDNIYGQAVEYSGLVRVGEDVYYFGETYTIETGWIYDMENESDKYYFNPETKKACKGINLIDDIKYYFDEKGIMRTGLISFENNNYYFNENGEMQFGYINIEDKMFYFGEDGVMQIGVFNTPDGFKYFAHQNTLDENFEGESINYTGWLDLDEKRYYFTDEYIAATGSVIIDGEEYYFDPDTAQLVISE
# PfHsp40 yeast: restores yeast growth despite PfHsp40 toxicity; AID 504582; S. cerevisiae expressing PfHsp40, growth rescue, ATP luminescence; growth rescue, % at 12.5 µM; actives 0.68% (n = 340,000); in the data active means growth rescue above about 28%, passing the limit was not always enough; inconclusive means no clear call, values can overlap the other calls;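 further: yeast W303a lacking pdr1 and pdr3 grown in galactose medium; growth measured after three days at 30 °C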
# 3CLpro inhibitor: SARS-CoV 3CLpro protease inhibition | P0C6X7 | recombinant SARS-CoV 3CLpro, quenched FRET peptide cleavage | inhibition, % at 6 µM | actives 0.14% (n = 290,000) | AID 1706; in the data active means inhibition above about 12%
# Yp Topo-I inh: Y. pestis Topo-I inhibition via cleavage products. Y. pestis Topo-I cleavage product accumulation, plate reader. activity, % at 10 µM. actives 0.064% (n = 360,000); in the data active means activity above about 50%, passing the limit was not always enough; inconclusive means no clear call, values can overlap the other calls; further: inactives centre near 2
# Anthrax LF prot: anthrax lethal factor protease inhibition; AID 588501; P15917; multiplex microsphere protease cleavage assay, LF; inhibition, % at 10 µM; actives 0.12% (n = 360,000); further: plate controls were buffer without enzyme for full effect and enzyme alone for no effect
# BH1578 lux ind: inducers of Vibrio cholerae quorum light production without autoinducers; V. cholerae BH1578 lux reporter, luminescence, 6 h; activation, % at 18.7 µM; actives 0.16% (n = 350,000); AID 588436; in the data active means activation mostly above about 9.7%, no sharp cut-off; inconclusive means no clear call, values can overlap the other calls; inactive means mostly below about 3.7%; further: not every result past the cut was called active; inactives centre near 0; reference of the scale not given here
# PrPC TRFRET: cell surface PrPC inhibition, primary TR-FRET screen. TR-FRET read-out. inhibition, % at 13.8 µM. actives 0.43% (n = 370,000). AID 720596; in the data active means inhibition above about 24%; further: 0% = median of the test wells and 100% = reference compound wells
# BoNT A protease: BoNT A light chain protease inhibition | actives 0.17% (n = 360,000) | AID 588499 | multiplex microsphere protease substrate cleavage, flow cytometry | inhibition, % at 10 µM; further: plate controls were buffer without enzyme for full effect and enzyme alone for no effect
# Active calls of the source: *; i = inactive; ? = inconclusive; nt = no result given; & = joins results of further samples. Unless noted, no stated cut-off is given here; in the data, active means inhibition above about 30%; inconclusive means no clear call, values can overlap the other calls; inactive means below that.
no.	molecule	PfHsp40 yeast	TcdB GH inh	PrPC TRFRET	SSB-PriA inh	3CLpro inhibitor	Anthrax LF prot	Yp Topo-I inh	BoNT A protease	BH1578 lux ind
1	O=C(NCC(=O)N(c1ccccc1)C(C(=O)NC1CCCC1)c1cccnc1)c1cccs1 (stereo not given)	-0.4	nt	-0.9	-5.6	-3.2	0.6	-1.0	-0.2	1.7
2	CCn1c(SCC(=O)Nc2cc(S(=O)(=O)N3CCOCC3)ccc2OC)nnc1-c1ccncc1	0.0	2.2	3.7	-5.2	0.9	4.6	-23.8	-0.2	-0.5
3	COc1ccc(NC(=O)C(OC(=O)c2cnc(C)cn2)c2ccccc2)cc1Cl (stereo not given)	-1.9	0.3	1.1	0.2	nt	-2.8	-12.7	-0.5	1.8
4	O=C(COC(=O)/C=C/c1ccccc1Cl)NC1CCCC1	-0.1	0.8	0.9	-0.7	nt	-4.4	4.5	-0.8	-0.2
5	COc1cc2ccccc2cc1C(=O)N1CC(C)OC(C)C1 (stereo not given)	0.5	-8.1	2.0	4.5	nt	1.1	-9.3	-0.3	i
6	CC(=O)Nc1ccc(NS(=O)(=O)c2ccc(OC(C)C(=O)N3CCOCC3)cc2)cc1 (stereo not given)	-1.4	1.3	9.1	-28.6	nt	-4.6	7.2	2.4	i
7	COc1ccc(CCNC(=O)CNS(=O)(=O)c2ccc(Br)s2)cc1OC	-1.2	nt	-0.8	-8.6	0.7	0.6	-9.1	-0.6	i
8	O=C(Nc1cccnc1)c1cc2cc(Br)ccc2o1	-1.7	-5.0	6.2	2.7	1.3	-10.3	3.8	-0.7	i

# Pulled by structure from the list above (2):
no.	molecule	PfHsp40 yeast	TcdB GH inh	PrPC TRFRET	SSB-PriA inh	3CLpro inhibitor	Anthrax LF prot	Yp Topo-I inh	BoNT A protease	BH1578 lux ind
3	COc1ccc(NC(=O)C(OC(=O)c2cnc(C)cn2)c2ccccc2)cc1Cl (stereo not given)	-1.9	0.3	1.1	0.2	nt	-2.8	-12.7	-0.5	1.8
4	O=C(COC(=O)/C=C/c1ccccc1Cl)NC1CCCC1	-0.1	0.8	0.9	-0.7	nt	-4.4	4.5	-0.8	-0.2

# (cont.)
no.	molecule	PfHsp40 yeast	TcdB GH inh	PrPC TRFRET	SSB-PriA inh	3CLpro inhibitor	Anthrax LF prot	Yp Topo-I inh	BoNT A protease	BH1578 lux ind
9	CCCCNC(=O)C[C@@H]1C[C@@]2(C(=O)OCC)CCC=C2N(CCC2=CCCCC2)C1=O	nt	-0.1	-3.6	nt	nt	-3.4	nt	0.0	nt
10	Nc1[nH]c(C(=O)c2ccccc2)c(-c2cccc3ccccc23)c1C(=O)NCc1ccccc1	nt	2.1	0.6	nt	nt	-10.0	nt	0.3	nt
11	Cc1ccc2occ(/C=N/NC(=O)[C@@H](N)Cc3ccccc3)c(=O)c2c1	-0.1	-0.1	1.3	i	-2.8	nt	3.8	nt	-0.8
12	O=C(Cn1nnc(-c2ccccc2)n1)NCC(=O)Nc1ccc(F)c(F)c1F	-0.4	0.7	-4.7	-1.8	nt	-0.2	-1.2	1.2	i
13	Cc1cc(C)n(Cc2ccc(C(=O)N/N=C/c3ccc(-c4ccc([N+](=O)[O-])cc4)o3)o2)n1	-3.1	-5.2	-16.1	nt	4.5	3.5	10.0	2.6	-0.2
14	Cc1[nH]c2c(Cl)cccc2c1CCNC(=O)C1CCCCC1C(=O)OCC(F)(F)F (stereo not given)	-0.3	nt	0.9	10.5	7.0	-3.7	-9.7	-0.2	i
15	CCC(CC)C(=O)Nc1cccc(/C(C)=N\NC(=O)c2ccc(C)s2)c1	1.7	nt	-1.8	nt	6.6	-2.4	14.0	-2.0	nt
16	N#CCSc1nc2ccccc2c(=O)n1CCCC(=O)NCc1ccco1	0.7	0.9	-2.9	-3.2	2.4	2.3	0.4	1.0	0.0
17	Cc1ccc(S(=O)(=O)Nc2ccc(OCC(=O)N3CCOCC3)cc2)c(C)c1NS(C)(=O)=O	0.4	3.1	-0.5	-14.7	-5.4	-0.6	-1.7	-0.8	-4.0
18	CCOC(=O)c1ccc(S(=O)(=O)N2CCC(C(=O)Nc3nnc(C)o3)CC2)cc1	0.0	2.7	-2.2	10.5	nt	nt	7.9	nt	-5.6
19	N#CC1=C(N)OC2=C(C(=O)CCC2)C1c1ccccc1 (stereo not given)	-0.9	nt	-4.2	-3.8	3.7	?	1.7	?	-0.1
20	CN1CCC(N(C)C(=O)c2cc(-c3ccc(F)cc3)nc3ccccc23)CC1	-0.9	0.8	-2.0	-4.4	nt	7.0	6.8	0.3	-5.7
21	C[C@@H]1CN(S(=O)C(C)(C)C)[C@H](CCO)/C1=C\c1ccccc1 (stereo not given in full)	-0.9	1.9	-7.0	-1.0	nt	-12.3	0.0	-0.4	-0.5
22	O=C(CCn1nc(-c2ccc(Cl)cc2)c2ccccc2c1=O)NN1CCOCC1	nt	0.0	-0.3	-2.4	-0.3	6.8	-0.5	1.1	1.4
23	CCc1noc(C)c1C(=O)OCC(=O)N(C)c1c(N)n(Cc2ccccc2)c(=O)[nH]c1=O	-0.3	2.0	0.2	-2.9	nt	-2.5	-7.1	3.1	-2.3
24	COc1ccc(C2CC(=O)Oc3ccc(C(C)(C)C)cc32)cc1 (stereo not given)	7.3	1.0&-0.1	-2.2	-51.6	-2.5	-5.3	27.7	-0.1	-0.4
25	Cc1[nH]c2ccccc2c1C(=O)C(=O)N(C)C1CCCCC1	0.6	1.2	-0.8	-10.6	2.7	1.1	5.0	0.3	-0.2
26	CCCC1Oc2ccccc2C(=O)N(CC(=O)c2ccc3c(c2)OCCO3)C1=O (stereo not given)	0.3	1.3	0.0	-4.8	4.9	3.3	9.6	-1.5	-0.3
27	CCOc1cc(/C=C2\SC(N)=NC2=O)ccc1O	-0.1	1.3	-23.0	nt	-3.0	nt	3.1	nt	3.5
28	CCOC(=O)C(CCCOc1ccc(C(C)CC)cc1)C(=O)OCC (stereo not given)	0.8	nt	1.2	-29.3	-1.3	-3.5	8.2	0.4	-0.8
29	CSc1ccc(/C=C/C(=O)OCC(=O)NC2CCCC2)cc1	nt	1.1	3.6	nt	nt	-2.3	-4.6	0.5	1.2
30	Cc1cccc(CN(C)C)c1OC(=O)N(C)C	-0.8	nt	5.7	-7.6	-5.3	-1.5	2.2	?	-2.9
31	CCN(Cc1ccccc1)S(=O)(=O)c1cc(C(=O)NC2CCCCCC2)ccc1OC	1.6	0.4	9.3	0.3	0.8	-1.4	6.2	-0.1	-0.3
32	COc1ccccc1N1CCN(C2CCC(C)CC2)CC1 (stereo not given)	-2.6	0.1	4.1	-0.2	-1.9	-1.9	3.3	1.7	0.3
33	CC[C@]1(C(=O)OC)[C@H]2C(=O)N(Cc3ccccc3)C(=O)[C@H]2[C@H]2CN=C(SCC(=O)c3ccccc3)N21	0.2	0.6	8.8	-8.3	nt	2.5	-7.6	0.1	-2.0
34	Cc1ccc2nc(NC(=O)COC(=O)c3ccco3)sc2c1	0.5	nt	-1.4	-4.9	4.6	-3.8	-2.0	0.3	-0.7
35	N#Cc1c(N2CCCCC2)nc(N)c2c(N)nc(SCC(=O)O)cc12	0.4	-0.7	5.2	-4.2	3.2	-6.9	2.9	0.0	0.4
36	Cc1ccc(-c2cc(-c3ccccc3O)nc(N/N=C/c3cccnc3)n2)cc1	-1.1	-0.6	-5.0	nt	0.5	3.3	18.1	0.4	i
37	CCOc1ccc(C(=O)CCC(=O)NC2=NCCS2)cc1	0.1	0.7	-1.0	-5.3	nt	-0.3	-1.4	5.1	-1.7
38	Cc1nnc(C)n1/N=C/c1cccn1C	0.3	nt	10.6	nt	0.1	1.4	6.4	-0.4	-0.3
39	CCn1cc(CCC(=O)NCc2cccc(OC)c2OC)c2ccccc21	-0.1	1.2	-0.3	17.8	0.0	10.8	12.8	2.5	-0.5
40	CCCCCOC(=O)C1[C@H]2C(=O)N(c3ccccc3CC)C[C@]23C=C[C@H]1O3 (stereo not given in full)	-0.7	nt	-0.1	-6.6	-2.6	-3.6	21.8	-0.8	nt
41	O=C(/C=C/c1ccccc1)Nc1cccc(C(=O)NCCCc2ccccc2)c1	1.4	-0.3	-9.9	-9.1	nt	2.5	14.0	0.0	i
42	COc1ccc(-c2ccc3c(c2)c(Sc2ccccc2)c(-c2ccccc2)n3C)cc1	nt	1.1	-2.1	nt	nt	-4.3	nt	0.0	nt
43	CCOCCCNc1nc(C(F)(F)F)nc2c1nnn2Cc1ccccc1Cl	0.2	0.3	-6.6	1.1	9.2	1.7	23.2	-2.1	1.7
44	CC#CC(=O)NC1CCCN(C2Cc3ccccc3C2)C1 (stereo not given)	24.4	0.9	-6.9	-14.6	-7.0	-8.5	11.7	0.2	0.7
45	Cc1cc(=O)[nH]c(SCc2cccc(Br)c2)n1	-0.6	nt	-0.1	-5.9	5.8	-0.7	6.2	0.9	i
46	O=C(NCC(=O)N1CCN(C(=O)c2ccccc2)CC1)c1ccccc1	0.9	-0.7	4.5	-9.1	nt	-9.3	-7.6	-0.9	i
47	O=C(c1ccco1)N1CCN(c2ncccn2)CC1	0.0	1.3	-1.4	-3.7	0.2	-11.2	5.0	-1.0	-0.6
48	COc1c(F)c(F)c(C(=O)Nc2ccc(NC(=O)c3ccco3)cc2)c(F)c1F	-0.9	nt	-10.6	-2.1	-3.4	-1.1	-6.4	-0.5	-0.5
49	Cc1cccnc1NC(=O)C(C)Oc1ccccc1 (stereo not given)	-1.3	nt	-1.9	0.4	-1.3	-8.5	-1.1	-0.7	-5.3
50	CCN(CC(=O)Nc1ccc(S(N)(=O)=O)cc1)S(=O)(=O)c1cc(C)ccc1OC	0.2	nt	0.6	2.0	-4.2	-1.2	0.1	0.2	0.6
51	O=C(CN1CCN(S(=O)(=O)c2ccccc2F)CC1)N1CCc2ccccc2C1	-0.4	0.6	-5.9	6.0	nt	-4.1	8.0	-0.5	i
52	CC(C)(C)c1nnc2sc(SCC(=O)c3ccc4c(c3)OCCO4)nn2c1=O	-0.2	-10.5	8.8	-6.1	0.6	-5.3	-0.3	-2.3	i
53	CC1=C(C(=O)N2CCCCCC2)CC(CC(=O)NC(c2ccccc2)c2ccccc2)C(=O)N1Cc1ccccc1 (stereo not given)	nt	1.3	0.3	nt	nt	-13.1	nt	-0.4	nt
54	Cc1ccc(NC2=C(Cl)C(=O)OC2OC(=O)c2ccco2)cc1 (stereo not given)	0.2	0.1	2.3	2.3	-2.9	1.1	4.6	0.2	-0.4
55	COC(=O)c1ccc(COc2ccc(C3C4=C(CCCC4=O)Nc4onc(C)c43)cc2)cc1 (stereo not given)	0.3	nt	1.8	-15.2	2.9	1.0	4.9	-0.9	0.6
56	Cc1cc(NCc2ccccc2)nc(-c2ccccc2O)n1	13.3	1.6	-3.1	-79.8	0.9	-0.1	4.6	?	i
57	COc1ccc(S(=O)(=O)Nc2cccc3c2O[C@@H](CN(C)Cc2ccc(C(=O)O)cc2)[C@@H](C)CN([C@H](C)CO)C3=O)cc1	-0.3	-3.4	6.0	-14.5	nt	3.7	6.7	-0.4	0.3
58	O=C1CCC(C(=O)OCC(=O)Nc2cc(Cl)ccc2F)=NN1	0.1	0.6	3.4	-1.1	nt	-1.3	-1.8	-0.5	i
59	Cc1nc2ccccn2c1C(=O)N=Nc1c(O)[nH]c2ccccc12	0.5	nt	-20.3	-12.1	0.7	0.0	0.0	0.4	-0.7
60	CCOc1ccc(NS(=O)(=O)c2ccc(-c3cnc(C4CC4)o3)cc2)cc1	23.5	0.7	3.7	2.6	6.9	1.0	24.1	-2.0	-2.0
61	O=C(NCCOc1ccc(F)cc1)C1CCC(=O)N(CCc2ccccn2)C1 (stereo not given)	-1.0	-1.1	-2.6	-3.6	-4.7	0.4	-8.3	-0.1	0.7
62	N#Cc1ccsc1NC(=O)c1ccc(Cl)c([N+](=O)[O-])c1	-0.2	0.5	-8.1	-5.4	-3.4	-2.0	-3.4	-0.4	-0.5
63	CCCS(=O)(=O)N1CCCC(C(=O)N2CCN(c3ccccc3)CC2)C1 (stereo not given)	-0.8	nt	-1.9	-9.0	-5.7	-1.9	3.7	0.4	33.3*

# Some of the compounds tested. The share of hits here may be higher or lower than overall.
